# Sm TGR inh: blocks Schistosoma mansoni thioredoxin glutathione reductase; Q962Y6; purified TGR, DTNB reduction, TNB absorbance 405 nm; Potency, µM (top dose mostly 114 µM), inactives show at the top dose activity change, negative = inhibition, most hits filed as inhibitors; 3% of 360,000 active; note: nearly all actives have a fitted effect of over 60% in size
#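 First, TGR (20 nM dispensed) and NADPH were mixed with compound. Second, a 15 min room-temperature incubation followed. Third, further NADPH and then DTNB were added to start the reaction. Finally, TNB absorbance was monitored kinetically.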
# LmPK inhibitor: blocks Leishmania mexicana pyruvate kinase activity. Q27686. purified LmPK, Kinase-Glo ATP luminescence, 1 h. 0.37% of 290,000 active. AID 1721. Potency, µM (titrated, usually from 57.5 µM), without a hit: at the top dose activity change, negative = inhibition, most hits filed as inhibitors
# Target sequence (Q27686 whole entry, looked up): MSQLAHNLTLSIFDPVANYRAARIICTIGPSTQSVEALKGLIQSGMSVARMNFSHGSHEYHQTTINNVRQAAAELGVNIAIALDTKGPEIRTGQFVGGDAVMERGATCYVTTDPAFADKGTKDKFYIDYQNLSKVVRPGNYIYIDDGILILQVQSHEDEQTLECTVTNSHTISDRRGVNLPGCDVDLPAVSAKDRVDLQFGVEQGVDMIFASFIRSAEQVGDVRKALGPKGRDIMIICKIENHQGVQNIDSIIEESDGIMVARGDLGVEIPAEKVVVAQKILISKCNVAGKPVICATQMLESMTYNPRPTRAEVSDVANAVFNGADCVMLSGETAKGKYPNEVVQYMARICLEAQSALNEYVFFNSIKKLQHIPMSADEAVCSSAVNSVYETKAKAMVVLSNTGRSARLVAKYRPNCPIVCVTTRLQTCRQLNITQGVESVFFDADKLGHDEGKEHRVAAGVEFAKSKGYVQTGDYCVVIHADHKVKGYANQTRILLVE
#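 In 50 mM imidazole pH 7.2 with 7 mM MgCl2, LmPK (0.1 nM) turned over PEP (0.5 mM) and ADP (0.1 mM) for 1 h at room temperature. Luciferase read-out of ATP.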
# HCV inh: HCV inhibition | Huh7.5.1 HCVcc-Cre infection, luciferase reporter, 44 h | Potency, µM (titrated, usually from 41.8 µM), inactives show at the top dose activity change, negative = inhibition, actives largely listed as inhibitors | 3.4% of 340,000 active
#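 Antiviral activity was scored by luciferase reporter output from cells infected with HCVcc-Cre (~0.5 moi) in presence of compound, 44 h infection period, cells seeded 1,000/well 4 h prior.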
# TbPYK inhibitor: inhibitors of Trypanosoma brucei pyruvate kinase | 0.12% of 410,000 active | Q57TT1 | AID 624173 | Potency, µM (titrated, usually from 76.8 µM), for inactives: top-dose activity, negative = inhibition, hits mostly inhibitors | TbPYK enzyme, Kinase-Glo Plus ATP luminescence, 45 min; note: nearly all actives have a fitted effect of over 50% in size
#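 Luminescence from Kinase-Glo Plus, added after a 45-minute room-temperature reaction, served as the end-point read-out. The enzyme and substrate were preincubated with compound before ADP (130 uM final) initiated turnover. Concentration-effect curves came from normalized qHTS data.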
# Pf growth 96h: P. falciparum growth inhibition at 96 hours | AID 504834 | 6.9% of 320,000 active | Potency, µM (doses to about 28.7 µM), for inactives: at the top dose activity change, negative = inhibition, most hits filed as inhibitors | P. falciparum luciferase reporter growth, 96 h
#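 Two-generation exposure (96 h) targets delayed-death phenotype. Reporter parasites carrying integrated firefly luciferase, in red cells at 2% hematocrit and 0.05% parasitemia final, kept at 37 C, 5% CO2; luminescence loss indicates inhibition.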
# Pf growth 48h: P. falciparum growth inhibition at 48 hours (one generation). P. falciparum luciferase growth in erythrocytes, 48 h. Potency, µM (titrated, usually from 28.7 µM), for the others: at the highest dose activity change, negative = inhibition, most hits filed as inhibitors. 5.9% of 310,000 active. AID 504832
#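 A one-generation exposure of luciferase-tagged malaria parasites in RPMI 1640/Albumax erythrocyte culture, 37 C and 5% CO2. Inhibition is inferred from decreased luminescence after adding detection reagent.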
# Numbers without * were called inactive; ? = inconclusive; nt = no result given; & = joins results of further samples; [ ] = dose if it differs, or a comment. Calls come from the whole dose curve; as a rule, active = well fitted curve in the direction sought with a large enough effect; inconclusive = small, poorly fitted or top-dose-only effect, or another doubt; inactive = no such curve, though single readings can be large; an effect the other way counts as inactive or inconclusive. % is set by controls: 0 for no effect and ±100 for the full control effect; potency is the fitted concentration of half-maximal effect.
SMILES,Sm TGR inh,LmPK inhibitor,HCV inh,TbPYK inhibitor,Pf growth 96h,Pf growth 48h
COCCNc1nc(C)cc(-c2cc(C(=O)NC3CCCC3)on2)n1,7%,0%,-3%,-4%,33%[activator],?
O=C(O)[C@H](CO)Nc1ncnc2sc3c(c12)CCC3,2%,-1%,15%,4%,38%[activator],2%
CN1C(=S)CN=C(c2ccccc2)c2cc(Cl)ccc21,nt,nt,nt,-7%,-39%,-13%
O=C(CCC1COc2ccccc2O1)Nc1ccc(Cl)cn1 (stereo unspecified),-5%,1%,?,-2%,8%,15%
CCCCOc1ccc(C(=O)NCC(=O)NCCOc2ccccc2OC)cc1,5%,nt,13µM*,2%,-3%,-8%
O=c1[nH]c(/C=C\c2cccc(Cl)c2)nc(O)c1[N+](=O)[O-],-20%,-4%,9%,5%,?,?
CC(=O)Nc1cccc(Oc2nc(-c3ccccn3)nc3ccccc23)c1,2%,0%,?,-4%,?,?
CC1CCc2sc(C(=O)N/N=C/c3ccc([N+](=O)[O-])cc3)cc2C1 (stereo unspecified),1%,1%,36%[activator],8%,13%,-1%
COc1ccc(C)cc1-n1nnnc1SCC(=O)Nc1cc(C)on1,3%,-2%,-13%,7%,?,?
N#Cc1cc(Sc2ccccn2)c(Sc2ccccn2)cc1C#N,0%,9%,-17%,-23%,34%[activator],9%
CCC(=O)N1c2ccccc2NC2=C(C(=O)CCC2)C1c1ccco1 (stereo unspecified),5%,-1%,2%,8%,?,19%
COc1cc(NC(C(=O)Nc2cccc(C(C)=O)c2)c2ccccc2)cc(OC)c1OC (stereo unspecified),-9%,2%,0%,2%,?,?
C1CCc2c(nc3nnnn3c2NCC2CC2)C1,13%,-7%,3%,2%,?,-3%
Cc1onc(-c2c(Cl)cccc2Cl)c1C(=O)NCc1cccs1,6%,2%,4%,?,?,42%[activator]
c1ccc2c(C[n+]3csc4ccccc43)cccc2c1,?,1%,-24%,-16%,35%[activator],6%
Cc1cc(C)n(/N=C/c2ccco2)c(=O)c1C#N,-1%,-1%,6%,3%,6%,14%
O=C(NC1CC1)c1ccc(CS(=O)c2ccccc2)o1 (stereo unspecified),18%,1%,18%,1%,?,4%
O=C(Cn1c(=O)oc2cc(S(=O)(=O)N3CCCC3)ccc21)Nc1ccccc1Br,0%,5%,-9%,-12%,3%,?
O=S(=O)(NC1c2cccc3cccc(c23)C1Sc1ncccn1)c1ccccc1 (stereo unspecified),7%,-1%,?,-11%,?,?
Nc1nonc1C(=O)NCCNCc1c(OCc2ccccc2F)ccc2ccccc12,1%,7%,14µM*,3%,nt,4.7µM*
C[N+](C)(C)CCCCCC[N+](C)(C)C,nt,nt,-3%,1%&0%,-13%,5%
CN(C(=O)COC(=O)/C=C/c1ccc(C(F)(F)F)cc1)c1c(N)n(Cc2ccccc2)c(=O)[nH]c1=O,-2%,nt,-5%,-11%,?,?
COc1ccc(NC(=O)CSc2nnc(-c3ccccc3Cl)n2Cc2ccco2)c(OC)c1,35µM*,7%,-21%,0%,nt,?
O=C(CSc1nnnn1-c1ccc2c(c1)OCCO2)N1CCc2ccccc21,3%,-2%,10%,1%,nt,5%
CC(Oc1ccc(Cl)cc1)C(=O)/C=C/N(C)C (stereo unspecified),-4%,-3%,5%,1%,36%[activator],16%

# Next section:
SMILES,Sm TGR inh,LmPK inhibitor,HCV inh,TbPYK inhibitor,Pf growth 96h,Pf growth 48h
CCc1ccc(NC(=O)CS(=O)CC(=O)NCC2OCCc3ccccc32)cc1 (stereo unspecified),-5%,5%,?,1%,-2%,0%
CC(=O)c1cccc(Nc2cc(C)nc3c(C)cccc23)c1,0%,4%,-17%,7%,-105%,12µM*
CO/N=C/c1ccc(Oc2ccc(C)cc2)nc1,3%,-1%,16%,-3%,5%,31%[activator]
O=C(CN1C(=O)NC2(CCOc3ccccc32)C1=O)NCc1ccc(F)cc1 (stereo unspecified),-2%,nt,-12%,5%,?,2%
COc1ccc(NC(=O)NC2(C(=O)N3CCCCCC3)CCCCC2)cc1,10%,-2%,13%,-2%,13%,-10%
COc1cccc(CC(=O)NCC2(N3CCCCC3)CCCCC2)c1,0%,-1%,-24%,-1%,-22%,-3%
CCOC(=O)c1c(C=O)c(C)n(Cc2ccccc2)c1C,0%,0%,?,2%,23%,nt
COc1ccc(-c2cn[nH]c2-c2ccc(O)cc2O)cc1OC,4%,-11%,-23%,4%,9.3µM*,?
CCN(CC)CCN1Cc2ccccc2C1=N,2%,-2%,?,-4%,-1%,?
Cc1ccc(S(=O)(=O)CNC(=S)c2ccc3ccccc3c2)cc1,3.2µM*,12%,-8%,-11%,3%,nt
COc1ccccc1NC(=O)C(=O)NNC(=O)COc1ccc2ccccc2c1,-1%,5%,nt,nt,3%,5%
Cc1nc2ccc(S(=O)(=O)NCC(=O)NCc3ccc4c(c3)OCO4)cc2s1,6%,1%,-11%,-1%,93%[activator],?
CC(C)Cc1nnc(NC(=O)C2CSC3(C)CCC(=O)N23)s1 (stereo unspecified),-18%,nt,12%,-3%,7%,?
COc1ccc(NC(=S)N2CCN(S(=O)(=O)c3ccccc3)CC2)cc1OC,-18%,6%,-3%,-21%,?,2%
COc1ccc(C2Oc3ccccc3N2C(C)=O)cc1 (stereo unspecified),4%,-2%,21%,-13%,-8%,-5%
C/C(Cl)=C/Cn1c(SCCN2CCOCC2)nc2c1c(=O)[nH]c(=O)n2C,2%,2%,2%,-9%,29%,-1%
CCOP(=S)(OCC)C(O)CCCCCn1c(=O)c(F)cn(C2CCCO2)c1=O (stereo unspecified),-4%,3%,4%,-7%,?,-9%
O=c1[nH]c(N/N=C\c2ccc3c(c2)OCO3)nc2ccccc12,nt,-24%,-9%,-9%,-29%,-76%
Cc1cc(C(=O)OCC(=O)Nc2cccnc2Cl)c2ccccc2n1,-13%,-1%,6%,3%,21%,4%
Cc1onc(C(=O)NCCc2ccccc2)c1[N+](=O)[O-],?,0%,15%,5%,22%,14%[0.00184 µM]
O=C(CCN1C(=O)S/C(=C\c2ccccc2)C1=O)NC1CCS(=O)(=O)C1 (stereo unspecified),-4%,-13%,5%,-7%,12µM*,-7%
O=C(NCc1ccco1)C(c1ccccc1F)N(Cc1cccnc1)C(=O)Cn1nnc2ccccc21 (stereo unspecified),-18%,7%,1%,-3%,nt,-21%
Cc1cc(C)c(C)c(OCCOCCNCc2ccccc2)c1,-2%,3%,?,-7%,35%[activator],-4%
CCCCC(CCC(=O)O)(C(=O)OCC)c1csc(Nc2ccc(OCC)cc2)n1 (stereo unspecified),50µM*,1%,1%,-8%,?,-27%
CNc1oc(Cc2cccc3ccccc23)nc1C#N,-23%,2%,-3%,3%,?,-21%

# Already shown: an excerpt of the list.
SMILES,Sm TGR inh,LmPK inhibitor,HCV inh,TbPYK inhibitor,Pf growth 96h,Pf growth 48h
O=C(CCN1C(=O)S/C(=C\c2ccccc2)C1=O)NC1CCS(=O)(=O)C1 (stereo unspecified),-4%,-13%,5%,-7%,12µM*,-7%
O=C(NCc1ccco1)C(c1ccccc1F)N(Cc1cccnc1)C(=O)Cn1nnc2ccccc21 (stereo unspecified),-18%,7%,1%,-3%,nt,-21%
Cc1cc(C)c(C)c(OCCOCCNCc2ccccc2)c1,-2%,3%,?,-7%,35%[activator],-4%
CCCCC(CCC(=O)O)(C(=O)OCC)c1csc(Nc2ccc(OCC)cc2)n1 (stereo unspecified),50µM*,1%,1%,-8%,?,-27%
CNc1oc(Cc2cccc3ccccc23)nc1C#N,-23%,2%,-3%,3%,?,-21%

# (next part)
SMILES,Sm TGR inh,LmPK inhibitor,HCV inh,TbPYK inhibitor,Pf growth 96h,Pf growth 48h
CCOC(=O)C1=C(C(F)(F)F)Nc2ncnn2C1c1cccc(OC)c1OC (stereo unspecified),3%&-15%,2%,4%,-7%&5%,?,-4%
COc1ccc(C(=O)C2CCCN(Cc3cccn3-c3ccccn3)C2)c(C)c1 (stereo unspecified),-13%,2%,?,-7%,-17%,6.6µM*
CCN(CC(=O)Nc1ccccc1C(=O)Nc1ccccc1)Cc1nc2ccccc2c(=O)[nH]1,-2%,0%,9%,-4%,?,?
OC1CCNC(=S)N1c1ccccc1 (stereo unspecified),-3%,7%,?,-6%,-29%,-1%
Oc1ccc2c3c1O[C@H]1[C@@H](O)CC[C@@]4(O)C(C2)N(CC2CCC2)CCC314 (stereo partly specified),nt,nt,nt,0%,3.4µM*,?
CC(/C=C/c1ccccc1F)=N\NC(=O)c1cccc(F)c1,-9%,-3%,?,4%,-23%,2%
CCc1ccc(C(=O)c2cnc3ccc(OC)cc3c2N2CCN(CC)CC2)cc1,-2%,2%,?,5%,36%[activator],-27%
NC(=O)C1CCN(C2=C(NS(=O)(=O)c3ccc(Br)cc3)C(=O)c3ccccc3C2=O)CC1,?,-13%,4%,-8%,?,?
CCOc1ccc(S(=O)(=O)n2cnc3ccccc32)cc1,-10%,2%,4%,6%,?,23%
C=CCN1C(=O)c2ccc(C(=O)N3CCN(c4ccccc4OC)CC3)cc2C1=O,-5%,nt,-22%,3%,11%,?
Cc1cc(-c2ccccc2)nc2[n+]1CCN2C,-8%[11.4 µM],12%,-25%,-2%,nt,nt
Cc1nn(-c2ccccc2)c(C)c1C(=O)OCC(=O)N1CC(=O)Nc2ccccc21,3%,1%,-15%,3%,-2%,-14%
Cc1csc2c(=O)[nH]cnc12,-2%,0%,-2%,-6%,?,13%
CSCCOC(=O)COc1ccc(/C=N/NC(=O)c2nn(C)cc2Cl)cc1,-1%,-3%,7%,-7%,-35%,0%
Cc1cc(NS(=O)(=O)c2ccc(NC(=O)c3ccc(Cl)cc3[N+](=O)[O-])cc2)no1,-7%,0%,nt,1%,?,-1%
CC(=O)N[C@@H](Cc1c[nH]c2ccccc12)C(=O)NC1CC1,1%,0%,3%,-5%,7%,0%
CC(=O)N1c2ccc(S(=O)(=O)N3CCC(C(=O)Nc4cccc(F)c4)CC3)cc2CC1C (stereo unspecified),-7%,-9%,?,-10%,?,?
CN(C)C(=O)C(OC(=O)c1ccc2ccccc2n1)c1ccccc1 (stereo unspecified),-3%,-1%,-10%,-5%,10%,9%
O=c1[nH]c2ccccc2cc1CN(CC1CCCO1)S(=O)(=O)c1ccc(Cl)cc1 (stereo unspecified),-11%,-2%,19%,-2%,13%,15%
CCOC(=O)CN1C(=O)C2(OCCCO2)c2cc(Br)ccc21,2%,-7%,9%,-8%,?,-6%
Cc1cnc(C(=O)NCC(c2ccccc2)c2ccccc2)cn1,0%,0%,11%,1%,29%,-29%
COC(=O)N1C(=O)[C@](Cc2ccccc2)(c2ccccc2)N1C(=O)OC,3.5µM*,-8%,16%,-1%,31%,32%[activator]
O=C(c1ccccc1)c1cn(CC(=O)N2CCCC2)c2ccccc12,0%,3%,-1%,-4%,3.7µM*,nt

# Some values from the entries so far.
# O=C(NC1CC1)c1ccc(CS(=O)c2ccccc2)o1 (stereo unspecified) in TbPYK inhibitor shows 1%
# CCN(CC(=O)Nc1ccccc1C(=O)Nc1ccccc1)Cc1nc2ccccc2c(=O)[nH]1 in LmPK inhibitor shows 0%
# CC(=O)N1c2ccc(S(=O)(=O)N3CCC(C(=O)Nc4cccc(F)c4)CC3)cc2CC1C (stereo unspecified) in TbPYK inhibitor shows -10%
# Oc1ccc2c3c1O[C@H]1[C@@H](O)CC[C@@]4(O)C(C2)N(CC2CCC2)CCC314 (stereo partly specified) in Pf growth 96h shows 3.4µM*

# Screening data from PubChem BioAssay.

# Rows are unselected, and some 16% of all compounds hit somewhere here.
